# Screening data: PubChem, Broad Institute
# PGC1a acetyl inh = modulators of PGC1a acetylation | U2OS PGC1a acetylation, AlphaScreen anti-acetyl-lysine; with virally co-expressed GCN5 acetyltransferase | AID 651687 | 350,000 compounds, 0.17% hits | inhibition, % at 15.6 µM;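 active = every replicate shows inhibition of at least 40%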;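 note: 0% = neutral control wells and 100% = positive control wells; some results beyond the cut were filed as inactive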
# PglD DTNB = PglD (C. jejuni) enzyme inhibition; purified PglD enzyme, DTNB colorimetric CoA detection; inhibition, % at 12.5 µM; 360,000 compounds, 0.098% hits; AID 602405; in the data active = inhibition above about 16%, passing the limit was not always enough; note: strong numbers were not always called active
# ERAP1 inh = inhibitors of human ERAP1 aminopeptidase; Q9NZ08; recombinant ERAP1, Leu-AMC fluorescence, 60 min; inhibition, % at 10.7 µM; 340,000 compounds, 0.15% hits; AID 652197;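 active = mean replicate inhibition of at least 30%, or all replicates individually reaching that 30% level; inactive = mean below 30% and not every replicate reaching it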;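 note: 0% = neutral control wells and 100% = L-leucinethiol positive control wells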
# E-selectin induc = E-selectin induction on HUVECs | 260,000 compounds, 0.37% hits | HUVEC E-selectin immunofluorescence imaging; normalized: neutral wells 0, TNF-alpha wells 100 | activation, % at 7.58 µM | AID 686992;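 active = mean E-selectin-positive cell signal at least 10% of the positive control, reached in at least 60% of replicates, without over 20% cell loss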;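 note: in these data hits start at about 27%; measured in HUVEC primary endothelial cells; signal is the percent of cells scored E-selectin positive by PE staining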
#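 Read-out basis: % PE-positive cells; Test system: HUVEC primary endothelial cells; Technique: immunofluorescence imaging; Dosing: single-point compound dose.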
# RAD54 inh = RAD54 (human) branch migration inhibition | RAD54 Holliday junction branch migration, FAM/BHQ fluorescence | inhibition, % at 10.4 µM | Q92698 | 360,000 compounds, 0.14% hits;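 active = mean normalized replicate activity at least 40 and at least half of replicates scoring 40 or more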;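 note: 0% = median of neutral control wells and 100% = median of positive control wells; inhibitors cause a drop in the FAM fluorescence signal; in these data hits start at about 50%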
# Target sequence (Q92698 whole entry, looked up): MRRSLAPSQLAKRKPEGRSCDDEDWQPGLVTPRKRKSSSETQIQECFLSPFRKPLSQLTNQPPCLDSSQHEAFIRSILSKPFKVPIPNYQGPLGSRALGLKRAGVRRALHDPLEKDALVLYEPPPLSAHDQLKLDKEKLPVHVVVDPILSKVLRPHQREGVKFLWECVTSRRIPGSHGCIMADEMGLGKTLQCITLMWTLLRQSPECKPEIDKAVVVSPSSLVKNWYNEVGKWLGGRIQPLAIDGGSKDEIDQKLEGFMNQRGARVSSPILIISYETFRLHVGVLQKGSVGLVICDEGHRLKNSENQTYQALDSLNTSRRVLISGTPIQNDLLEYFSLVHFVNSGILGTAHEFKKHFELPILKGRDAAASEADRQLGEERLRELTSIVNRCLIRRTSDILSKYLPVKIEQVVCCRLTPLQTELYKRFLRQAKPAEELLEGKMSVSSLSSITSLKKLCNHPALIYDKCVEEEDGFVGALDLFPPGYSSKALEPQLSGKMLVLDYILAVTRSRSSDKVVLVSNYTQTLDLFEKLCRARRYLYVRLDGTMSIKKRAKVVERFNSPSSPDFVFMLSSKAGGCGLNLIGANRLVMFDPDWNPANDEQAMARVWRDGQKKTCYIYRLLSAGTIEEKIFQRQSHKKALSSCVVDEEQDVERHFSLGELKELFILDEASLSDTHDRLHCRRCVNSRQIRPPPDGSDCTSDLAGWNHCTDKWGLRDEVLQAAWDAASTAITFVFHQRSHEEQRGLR
# Cneo AK release = causes C. neoformans cell lysis; AID 651654; 360,000 compounds, 0.2% hits; lysis activity, % at 15 µM; adenylate kinase release luminescence, 4 h; normalised: neutral wells 0, clomiphene wells 100;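 active = mean lysis activity across replicates of at least 80%, whatever share of replicates individually reach that level; inactive = mean lysis activity below 80%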
#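 Material: C. neoformans cells; Schedule: 4 h static compound exposure, 37 °C, read 1 h post-reagent; Measured by: adenylate kinase release luminescence; Read-out: signal increase indicating cell lysis; Controls: Clomiphene as positive lysis control.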
# miR-122 sensor = miR-122 inhibition in Huh7 cells; 340,000 compounds, 0.3% hits; activation (reporter increase), % at 12.5 µM; Huh7 miR-122 Renilla luciferase sensor, 48 h; neutral wells = 0, positive control = 100;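 active = mean replicate activation score at least 90 and every replicate individually at or above 90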;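 note: higher luciferase means less miR-122 activity so hits act as miR-122 inhibitors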
# RAD52 anneal inh = blocks human RAD52 DNA annealing; P43351; recombinant RAD52 DNA annealing, FRET fluorescence; inhibition, % at 18.7 µM; 360,000 compounds, 0.46% hits; AID 651710;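 active = every replicate showing at least 50% inhibition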
# Numbers without * were called inactive; x = no result given; [ ] = remark or other dose.
Compound,PGC1a acetyl inh,PglD DTNB,ERAP1 inh,E-selectin induc,RAD54 inh,Cneo AK release,miR-122 sensor,RAD52 anneal inh
Cc1ccccc1N1CCN(CCN2C(=O)CC(=C3c4ccccc4-c4ccccc43)C2=O)CC1,x,2,x,x,-4,0,-9,x
CCOc1ccccc1C(=O)NCC(=O)NCCCc1ccccc1,-10,-2,-1,-0.7,-3,5,0,-6
CCN(C(=O)CSc1nc2ccc(Cl)cc2[nH]1)C1CCS(=O)(=O)C1 (stereo not given),-8,1,0,0.0,0,-1,1,-18
CN1CCN(C(=O)c2cc(-c3ccco3)on2)CC1,2,0,x,x,-11,-3,1,x
COc1ccccc1C(=O)N/C(N)=N/c1nc2ccccc2o1,15,6,x,x,-8,0,11,x
O=C(Nc1nc2c(F)cc(F)cc2s1)c1ccccn1,x,1,0,15,-4,-2,6,-19
C[C@@H]1CN([C@@H](C)CO)C(=O)Cc2cc(NC(=O)CCCCCC(=O)Nc3ccccc3N)ccc2O[C@H]1CN(C)C(=O)Nc1ccc2c(c1)OCO2,0,x,0,4.8,x,x,x,6
CCOc1ccccc1-c1nnc(SCC(=O)NC2(C#N)CCCC2)o1,x,0,-4,x,8,1,x,-15
O=C1Nc2ccccc2OC1CC(=O)N1CCCC1 (stereo not given),6,4,-2,x,8,-1,-2,-21
COc1cccc2sc3cc(NCCCN4CCOCC4)ccc3c(=O)c12,-5,3,-87,0.3,78*,1,-10,62*
COc1ccc(CN2CC(C(N)=O)Oc3ccccc32)cc1F (stereo not given),x,1,-2,-0.1,6,19,1,-4
CCOC(=O)N1CCN(C(=S)Nc2ccccc2C(C)C)CC1,x,1,0,-0.4,-13,0,-7,1
COc1ccc(NC(=S)N2CCC(c3ccccc3)C2)cc1 (stereo not given),x,5,2,0.3,5,-5,9,-10
CCN(CC)CCNCC(=O)N1c2ccccc2CCc2ccc(NC(=O)OC)cc21,4,1,-6,x,8,1,5,0
CC(C)CC#Cc1ccc2c(c1)O[C@@H](CN(C)C(=O)c1ccccn1)[C@@H](C)CN([C@@H](C)CO)S2(=O)=O,-15,-1,0,-0.3,-9,-3,7[16.7 µM],17
CC1CCC(C(=O)NC(C(=O)Nc2ccccn2)C(C)C)CC1 (stereo not given),x,0,-3,x,1,0,-2,0
CCCC(=O)c1cc2ccccc2oc1=O,1,0,x,x,4,0,-3,x
COC(=O)CSc1nnc(-c2ccoc2C)n1-c1ccc(OC)cc1,-5,-6,5,x,3,-1,2,-5
COc1ccc(S(=O)(=O)N(C)C[C@@H]2OCCCC[C@@H](C)Oc3ccc(NS(=O)(=O)c4cn(C)cn4)cc3C(=O)N([C@@H](C)CO)C[C@@H]2C)cc1,2,-2,3,x,-3,52,-4[16.7 µM],-1
C[C@@H](C(=O)Nc1ccc2ccccc2c1)[C@H]1C[C@]1(C)[C@H](NC(=O)c1cnccn1)c1ccccc1,-7,6,1,-0.1,6,-2,-11,-190
CCn1c2ccccc2c2nc3ccccc3nc21,6,x,x,x,5,1,-5,x
Cc1ccccc1NC(=O)CCC(=O)OCC(=O)c1ccc(-c2ccccc2)cc1,-11,-1,x,-0.3,-8,0,-1,x
CC1(C)CC(=O)C([N+](=O)[O-])=C(NCCCO)C1,0,1,-7,-1.8,6,-2,0,10
Cc1ccc(NC(=O)CSc2nnc(-c3cc(C)[nH]n3)n2N)cc1,13,-1,-3,x,-3,8,2,1
CO[C@H]1CN(C)C(=O)c2cc(NC(=O)Nc3ccccc3F)ccc2OC[C@@H](C)N(C)C[C@@H]1C,1,-7,0,-0.2,9,-2,-4[16.7 µM],3
CCCC#Cc1ccc2c(c1)O[C@@H](CN(C)C(=O)c1ccncc1)[C@@H](C)CN([C@H](C)CO)S2(=O)=O,-2,4,0,0.2,-32,-1,-5[16.7 µM],7
CC(=O)N1CCN(c2ccccc2NC(=O)c2ccc(-c3cccc([N+](=O)[O-])c3)o2)CC1,-14,-1,1,1.9,13,0,4,-10
Cc1ccc(S(=O)(=O)NCC[C@@H]2CC[C@H](NC(=O)Nc3cccc(F)c3)[C@H](CO)O2)cc1,6,2,-4,-0.1,0,52,x,0
Cc1ccc(CN2CC(N3CCCC3)CS2(=O)=O)cc1 (stereo not given),8,3,-1,x,7,0,-2,-18
Cn1ncc(N)c1C(=O)Nc1cccc(C(F)(F)F)c1,4,1,x,x,-4,1,5,x
CCc1ccc(NC(=O)c2ccc3c(=O)n4c(nc3c2)CCCCC4)cc1,7,4,-4,0.7,-6,7,-18,-12
CCCCCCN1C[C@H](n2cc(C3CC3)nn2)[C@@H](O)C[C@@H]1c1ccc(Cl)cc1,x,-1,0,0.2,14,1,-3,-18
COCC(=O)N(C)C[C@@H]1Oc2cc(C3=CCCC3)ccc2S(=O)(=O)N([C@@H](C)CO)C[C@@H]1C,-11,0,0,-0.2,8,-5,x,-10
CC(=O)N(Cc1ccco1)C1(C(=O)NC2CCCCC2)CCCCC1,-9,-1,x,x,-5,-3,-3,x
O=C(CCOc1ccccc1)Nc1nnc(-c2ccc3c(c2)OCCO3)o1,15,3,-2,0.3,-3,4,-1,-9
Cn1cccc1C1C(C#N)=C(N)OC2=C1C(=O)CC(C)(C)C2 (stereo not given),2,1,2,-0.2,-11,-2,-3,0
COc1ccc(C(O)c2nc(-c3cccc(O)c3)cs2)cc1 (stereo not given),4,5,2,1.1,5,2,-4,-8
O=C(O)C(CC1CCCCC1)N1CCS(=O)(=O)CC1 (stereo not given),-3,x,1,x,x,x,-4,-15
CCN(CC)CCn1c(=N)n(CCOc2ccccc2)c2ccccc21,-15,0,-5,x,17,-1,0,8
CCc1cccc2c1NC(=O)C21N2CCCC2C(C(=O)c2ccc3ccccc3c2)C12C(=O)Nc1ccccc12 (stereo not given),27,-3,0,1.4,3,0,-6,-1
C#CCOCCOCCOCCNc1nc(N2CCN(C(=O)C([C@@H](C)O)n3cc([C@@H](N)CCCCN)nn3)CC2)nc(N2CCN(C(=O)[C@H](CC(N)=O)n3cc(C(N)[C@@H](C)CC)nn3)CC2)n1 (stereo not given in full),4,1,-9,0.0,-32,-1,-3,15
O=C(C[C@H]1CC[C@@H]2[C@H](COC[C@@H](O)CN2Cc2ccc3c(c2)OCO3)O1)Nc1ccc(-c2ccccc2)cc1,1,0,-1,0.1,-2,5,9[16.7 µM],-15
CO/N=C(/CS(=O)(=O)c1ccc(Br)cc1)c1ccc(OC)cc1,-44,-5,x,x,-3,1,2,x
Cc1c(NC(=O)c2cc(-c3cccs3)on2)c(=O)n(-c2ccccc2)n1C,7,x,2,x,x,x,5,-11
O=C(Nc1ccc(NC(=O)c2ccc([N+](=O)[O-])cc2[N+](=O)[O-])cc1)c1ccco1,-7,14,-3,x,-3,4,-4,-4
CCC1=C(OC(=O)N(CC)CC)N2C(=O)OC(=NCc3ccccc3)[C@]2(C)[C@H]2C1=CC[C@H]1C(=O)NC(=O)[C@H]12,x,5,-3,-0.1,-4,-1,x,-8
C[C@@H]1CN([C@H](C)CO)C(=O)c2ccccc2-c2ccccc2CO[C@@H]1CN(C)C(=O)Cc1ccccc1,3,3,0,0.2,-3,-1,x,9
O=C(O)c1ccc(NNC(=S)Nc2cc(C(F)(F)F)ccc2Cl)cc1,x,1,-5,x,-9,-3,x,-17
O=C(NCc1ccccc1)C(c1cccnc1)N(C(=O)c1ccccn1)c1ccc(F)cc1 (stereo not given),x,6,-5,1.6,-6,0,x,-1
Cc1c(C)n(CCO)c2ncnc(Nc3ccc(F)cc3)c12,3,5,-1,x,0,0,x,3
Cc1cc(C)c(NC(=O)CNC(=O)COC(=O)/C=C/c2cccs2)c(C)c1,0,-3,2,-0.6,2,-1,-6,-4
CC(Sc1nnc(C2CCCCC2)n1N)C(=O)NCc1ccc2c(c1)OCO2 (stereo not given),1,x,x,x,-3,-8,1,x
NS(=O)(=O)c1ccc(CCNC(=O)CNC(=O)c2ccccc2Br)cc1,6,1,0,x,-4,4,-3,-6
COc1cc(NS(=O)(=O)c2cccc3nsnc23)c(C(=O)O)cc1OC,4,-10,x,x,6,6,-3,x
CNC[C@@H]1Oc2c(NC(=O)c3cnccn3)cccc2C(=O)N([C@H](C)CO)C[C@H]1C,-1,3,4,0.2,3,-3,2[16.7 µM],-9
C[C@H]1CN([C@@H](C)CO)C(=O)c2cccc(NC(=O)Nc3cccc4ccccc34)c2O[C@H]1CN(C)Cc1ccc(C(=O)O)cc1,-2,5,3,x,0,-2,-4[16.7 µM],-18
O=C(c1cnccn1)N1CCc2ccccc2C1,x,-9,-1,0.2,-3,-1,-6,-5
CN1C(=O)c2cc(NC(=O)Nc3ccc(Cl)cc3)ccc2OC[C@H]2O[C@@H](CC(=O)NCCN3CCCCC3)CC[C@H]21,-2,1,2,-0.2,15,-4,2[16.7 µM],41
Cc1ccc(NC(=S)N(Cc2cccc(Br)c2)CC2CCC(C(=O)O)CC2)cc1 (stereo not given),0,-1,-4,x,5,1,-4,-17
COCC(=O)N(CCc1ccc(OC)c(OC)c1)Cc1cc2cc(C)ccc2nc1Cl,2,x,-4,2.9,x,x,x,-5

# Continued:
Compound,PGC1a acetyl inh,PglD DTNB,ERAP1 inh,E-selectin induc,RAD54 inh,Cneo AK release,miR-122 sensor,RAD52 anneal inh
c1ccc(NC2=NCCN2CCC2CCCCC2)cc1,16,3,1,0.0,-5,1,0,-13
COc1ccccc1CNC(=O)C[C@@H]1C[C@H]2c3cc(NC(=O)Nc4ccc(C(F)(F)F)cc4)ccc3O[C@H]2[C@H](CO)O1,-18,-4,2,7.5,-9,-6,3[16.7 µM],2
COc1cccc(CNS(=O)(=O)c2cc(CN3C(=O)c4cccnc4C3=O)ccc2OC)c1,-5,5,3,0.2,7,2,0,-10
O=C(NCCCN1CCOCC1)c1cc(-c2ccc(F)cc2)nc2ccccc12,x,-1,2,-0.1,4,-1,x,10
Cc1cc(C)n2nc(C(=O)NCc3ccco3)nc2n1,-6,0,x,x,-4,3,-2,x
CC(C)NC(=O)N(C)C[C@H]1OCCCC[C@@H](C)Oc2ccc(NS(=O)(=O)c3cn(C)cn3)cc2C(=O)N([C@@H](C)CO)C[C@H]1C,-25,2,3,x,1,46,16[16.7 µM],9
COc1ccc(/C=C/S(=O)(=O)NCc2ccccc2)cc1OC,-4,-3,1,x,-1,-1,29,-9
O=C(NCC1CCCO1)C1CCCN(S(=O)(=O)c2cccc3nsnc23)C1 (stereo not given),-11,1,x,x,-2,1,5,x
O=C(NCc1ccccc1Cl)c1cc(C(=O)C2CC2)c[nH]1,4,0,2,0.4,-4,5,-2,-3

# In another format: entries from further up.
Compound: CO[C@H]1CN(C)C(=O)c2cc(NC(=O)Nc3ccccc3F)ccc2OC[C@@H](C)N(C)C[C@@H]1C
  PGC1a acetyl inh: 1
  PglD DTNB: -7
  ERAP1 inh: 0
  E-selectin induc: -0.2
  RAD54 inh: 9
  Cneo AK release: -2
  miR-122 sensor: -4[16.7 µM]
  RAD52 anneal inh: 3
Compound: CCCC#Cc1ccc2c(c1)O[C@@H](CN(C)C(=O)c1ccncc1)[C@@H](C)CN([C@H](C)CO)S2(=O)=O
  PGC1a acetyl inh: -2
  PglD DTNB: 4
  ERAP1 inh: 0
  E-selectin induc: 0.2
  RAD54 inh: -32
  Cneo AK release: -1
  miR-122 sensor: -5[16.7 µM]
  RAD52 anneal inh: 7
Compound: CC(=O)N1CCN(c2ccccc2NC(=O)c2ccc(-c3cccc([N+](=O)[O-])c3)o2)CC1
  PGC1a acetyl inh: -14
  PglD DTNB: -1
  ERAP1 inh: 1
  E-selectin induc: 1.9
  RAD54 inh: 13
  Cneo AK release: 0
  miR-122 sensor: 4
  RAD52 anneal inh: -10
Compound: Cc1ccc(S(=O)(=O)NCC[C@@H]2CC[C@H](NC(=O)Nc3cccc(F)c3)[C@H](CO)O2)cc1
  PGC1a acetyl inh: 6
  PglD DTNB: 2
  ERAP1 inh: -4
  E-selectin induc: -0.1
  RAD54 inh: 0
  Cneo AK release: 52
  miR-122 sensor: x
  RAD52 anneal inh: 0
